KCNH2 WT inh = KCNH2 (human, wildtype) channel inhibition. activity change, % at 1.84 µM. U2OS, BacMam KCNH2, thallium flux FluxOr; stronger effect = lower value. AID 720551. hit rate 0.37% among 340,000. Q12809;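 active = maximum activity change below -70%; inconclusive = maximum activity change between -70% and -50%; inactive = maximum activity change above -50%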; note: % is set by controls: 0 for no effect and ±100 for the full control effect
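U2OS cells were transduced with wild-type KCNH2 virus (2.03 x 10^8 / mL) for 4 h at room temperature, then cultured overnight at 37 C. Thallium flux was read with FluxOr dye. Rate constants were normalized to DMSO controls.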
BCR signal inh = chronic active BCR signaling inhibition. Potency, µM (doses to about 46.1 µM), for the others: at the top dose ratio change, negative = lower green/red ratio, most hits filed as inhibitors. hit rate 0.05% among 340,000. ABC-DLBCL IkBa-CBG/CBR reporter, luminescence ratio, 4 h. AID 493014; active = well fitted inhibition curve with a large enough effect in the signal ratio, with a control signal flat, not every such curve was filed as active; inconclusive = small, poorly fitted or top-dose-only effect, or effect the other way, or a change in a side signal; the % refers to the signal ratio;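 note: potency is the fitted concentration of half-maximal effect; plate controls were basal doxycycline-induced cells for no effect and cells given 10 µM MG132 for full effect; MG132 reads +100%, hits lower the ratio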
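Concentration-response series (up to 46 uM) were applied to TMD8 dual-reporter cells for 4 h at 37C with doxycycline. Green/red ratio, after filter-overlap correction, defined %Activity; red signal alone was normalised to basal cells and zero luminescence.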
Eya2 inh = inhibitors of human Eya2 phosphatase activity; O00167; recombinant Eya2, OMFP fluorescence dephosphorylation (OMFP is methylfluorescein phosphate); Potency, µM (highest dose often 76.9 µM), without a hit: top-dose activity, negative = inhibition, actives largely listed as inhibitors; hit rate 0.006% among 330,000; AID 488837; note: potency is the fitted concentration of half-maximal effect; % is set by controls: 0 for no effect and ±100 for the full control effect
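Eya2 protein (added as 0.2 uM solution) was preincubated with compound for 10 min at ambient temperature in 50 mM HEPES pH 7.5, 50 mM NaCl, 5 uM MgCl2, 0.05% BSA, 1 mM DTT. OMFP (added at 50 uM) then reacted 10 min; fluorescence read at 485/525 nm.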
Menin MLL FP TR = inhibitors of human menin-MLL interaction, mutant MLL peptide; Menin + Texas Red MLL mutant peptide, fluorescence polarization; Potency, µM (titrated, usually from 61.6 µM), for the others: at the highest dose FP activity change, negative = inhibition, usual class: inhibitors; hit rate 0.23% among 270,000; active = well fitted inhibition curve with a large enough effect in the polarisation, with a control signal flat, not every such curve was filed as active; inconclusive = small, poorly fitted or top-dose-only effect, or effect the other way, or a change in a side signal; inactive = no such curve, though single readings can be large or run the other way; the % refers to the polarisation; note: potency is the fitted concentration of half-maximal effect; % of control where 0% means no effect; many of its hits are not listed in these tables
Target sequence (O00255 whole entry, looked up): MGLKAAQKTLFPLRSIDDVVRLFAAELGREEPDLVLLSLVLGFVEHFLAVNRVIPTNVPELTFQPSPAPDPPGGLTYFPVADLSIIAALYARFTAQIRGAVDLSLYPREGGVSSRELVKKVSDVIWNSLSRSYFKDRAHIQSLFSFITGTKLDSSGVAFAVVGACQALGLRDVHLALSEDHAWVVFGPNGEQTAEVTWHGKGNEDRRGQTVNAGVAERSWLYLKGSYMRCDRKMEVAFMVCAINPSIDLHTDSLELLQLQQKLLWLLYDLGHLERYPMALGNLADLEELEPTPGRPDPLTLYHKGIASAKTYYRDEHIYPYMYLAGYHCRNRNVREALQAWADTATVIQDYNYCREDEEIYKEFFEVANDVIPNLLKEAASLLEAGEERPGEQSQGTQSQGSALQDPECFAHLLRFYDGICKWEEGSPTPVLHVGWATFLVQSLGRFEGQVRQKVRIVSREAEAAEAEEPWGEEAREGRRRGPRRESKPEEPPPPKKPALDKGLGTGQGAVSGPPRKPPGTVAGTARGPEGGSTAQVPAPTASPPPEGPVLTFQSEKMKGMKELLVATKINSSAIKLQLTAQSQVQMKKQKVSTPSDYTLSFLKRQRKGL
TSHR antagonist = human thyrotropin receptor antagonism; TSHR-expressing cells, TSH-stimulated cAMP HTRF, 2 h; stronger effect = lower value; AID 504810; activity change, negative = inhibition, % at 11.5 µM; hit rate 0.2% among 330,000; P16473;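 active = activity change below a set negative limit, meaning inhibition stronger than a set level, cut at about -70% in these data; inconclusive = activity change between two set negative limits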; note: % is set by controls: 0 for no effect and ±100 for the full control effect
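Read-out is FRET at 665 nm (cryptate excitation 337 nm) from a cryptate-tagged anti-cAMP antibody, competed by cell cAMP against cAMP-d2. Compounds are tested on freshly harvested TSHR cells challenged with 4nM TSH (EC80) for 2 hours at 37 deg C.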
PKM2 activator = increases activity of human pyruvate kinase M2; Potency, µM (doses to about 57.5 µM), without a hit: at the top dose activation, usual class: activators; hit rate 0.34% among 260,000; purified PKM2, Kinase-Glo ATP luminescence, activation; response scale: 0% is enzyme alone, no compound; note: potency is the fitted concentration of half-maximal effect; % is set by controls: 0 for no effect and ±100 for the full control effect; nearly all actives have a fitted effect of over 55% in size
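Purified hPK-M2 (>95% pure) converted ADP (0.1 mM final) to ATP with 0.5 mM PEP in 50 mM imidazole pH7.2, KCl, MgCl2, Tween 20, BSA; 1 h at room temperature. ATP detected by Kinase-Glo luminescence.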
USP2a block = inhibitors of human ubiquitin-specific protease USP2a; O75604; USP2 core, Ub-CHOP2 coupled fluorogenic reporter, 485/531; Potency, µM (highest dose often 38.3 µM), for inactives: at the top dose activity change, negative = inhibition, actives largely listed as inhibitors; hit rate 0.01% among 330,000;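 note: potency is the fitted concentration of half-maximal effect; plate controls were DMSO wells for no effect and full inhibition by NEM control for full effect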
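Cell-free coupled assay: 10nM USP2 core preincubated 30min RT with compound in Tris-HCl pH 8.0/CaCl2/CHAPS buffer, then 25nM Ub-CHOP2 and 25nM reporter substrate; fluorescence (Ex 485/Em 531) read after 60min RT, normalized to NEM inhibition, concentration-response curves fitted.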
MBNL1-CUG inh = inhibitors of human MBNL1 binding to CUG repeat RNA | Q9NR56 | TR-FRET MBNL1-His/biotin-(CUG)12 binding, 665/545 ratio | Potency, µM (titrated, usually from 57.5 µM), for inactives: top-dose activity change, negative = inhibition, actives largely listed as inhibitors | hit rate 0.036% among 280,000 | AID 2675; active = well fitted inhibition curve with a large enough effect in the signal ratio, with a control signal flat, not every such curve was filed as active; inconclusive = small, poorly fitted or top-dose-only effect, or effect the other way, or a change in a side signal; inactive = no such curve, though single readings can be large or run the other way; the % refers to the signal ratio; note: potency is the fitted concentration of half-maximal effect; % is set by controls: 0 for no effect and ±100 for the full control effect
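TR-FRET readout: Ex 340 nm, 665/545 nm emission ratio, normalized to buffer-only (basal) and MBNL1-(CUG)12 controls. Complex of MBNL1-His with Biotin-(CUG)12, compounds 92 nM–58 uM, incubated 60 min at room temperature.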
Mito fusion act = mitochondrial division inhibition or fusion activation | S. cerevisiae fusion-defective mutant growth rescue, CellTiterGlo 48 h | Potency, µM (titrated, usually from 46.1 µM), for inactives: at the highest dose growth rescue (activation), hits mostly activators | hit rate 0.23% among 320,000 | AID 485298;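 note: potency is the fitted concentration of half-maximal effect; % of control where 0% means no effect; nearly all actives have a fitted effect of over 45% in size; temperature-sensitive fusion mutants such as fzo1-1 at 37 °C on non-fermentable ethanol glycerol medium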
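Compounds are tested for their ability to restore growth of mitochondrial fusion-defective yeast strains at non-permissive 37C in YPEG medium over 48 hours. Viability is quantified by luciferase luminescence.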
S-ASM inh = inhibitors of human secretory acid sphingomyelinase; placental ASM, HMU-PC fluorogenic substrate, 60 min; hit rate 0.006% among 340,000; P17405; Potency, µM (titrated, usually from 57.5 µM), inactives show at the top dose activity change, negative = inhibition, most hits filed as inhibitors; note: potency is the fitted concentration of half-maximal effect
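Human placenta-derived ASM enzyme was preincubated with compound for 10 minutes at room temperature, then given fluorogenic substrate HMU-PC0 (9 uM final) for 60 minutes at 37 °C; a pH 10 stop preceded fluorescence reading at Ex 386/Em 447 nm.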
GALK inhibitor = galactokinase (human) inhibition. P51570. Purified GALK, Kinase-Glo residual ATP luminescence. Potency, µM (titrated, usually from 57.5 µM), for the others: top-dose activity change, negative = inhibition, actives largely listed as inhibitors. hit rate 0.007% among 270,000; note: potency is the fitted concentration of half-maximal effect; % is set by controls: 0 for no effect and ±100 for the full control effect
Target sequence (P51570 whole entry, looked up): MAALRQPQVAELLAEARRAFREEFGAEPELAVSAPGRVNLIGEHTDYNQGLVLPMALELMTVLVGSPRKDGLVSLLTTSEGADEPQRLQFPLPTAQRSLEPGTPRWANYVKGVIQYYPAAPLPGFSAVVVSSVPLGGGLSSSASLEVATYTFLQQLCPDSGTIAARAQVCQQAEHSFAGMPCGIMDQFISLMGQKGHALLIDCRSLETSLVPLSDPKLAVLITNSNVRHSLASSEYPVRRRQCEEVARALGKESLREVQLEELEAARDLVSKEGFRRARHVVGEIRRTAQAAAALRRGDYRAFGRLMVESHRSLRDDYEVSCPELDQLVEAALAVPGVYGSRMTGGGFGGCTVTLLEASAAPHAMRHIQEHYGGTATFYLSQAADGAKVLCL
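Human GALK (5 nM) with 35 uM ATP and 100 uM galactose in 20 mM HEPES pH 8.0, 5 mM MgCl2, 60 mM NaCl, 1 mM DTT, 0.01% BSA. After 1 h at room temperature, leftover ATP was read by Kinase-Glo Plus luminescence.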
* hit, by the source's call; ? = inconclusive; . = no result given; [ ] = dose if it differs, or a comment. Unless noted, calls come from the whole dose curve; as a rule, active = well fitted curve in the direction sought with a large enough effect; inconclusive = small, poorly fitted or top-dose-only effect, or another doubt; inactive = no such curve, though single readings can be large; an effect the other way counts as inactive or inconclusive. Only part of the results is shown; count on the stated rates, not on these rows.

smiles,Mito fusion act,S-ASM inh,PKM2 activator,Menin MLL FP TR,Eya2 inh,MBNL1-CUG inh,USP2a block,TSHR antagonist,BCR signal inh,GALK inhibitor,KCNH2 WT inh
CC1CCCC(C)N1CC(O)COCc1ccccc1F (stereo unspecified),4.0%,5.6%,.,-0.1%,11.1%,-1.7%,1.6%,7.6,?,-1.8%,10.7
COc1ccc(NC(=O)C2CCCC2)cc1S(=O)(=O)N1CCOCC1,-2.9%,-3.5%,.,.,-0.8%,.,1.3%,7.2,?,.,-8.7
CC(CCc1ccccc1)NC(=O)COC(=O)C1=COCCO1 (stereo unspecified),-7.3%,4.4%,-2.2%,0.0%,-2.5%,0.3%,1.2%,-6.0,-1.4%,1.2%,11.0
CCOc1ccc2c(c1)C(N(CCN1CCOCC1)C(=O)Nc1ccc(OC)cc1OC)CC(C)(C)O2 (stereo unspecified),4.2%,1.5%,4.8%,?,6.3%,-0.8%,7.6%,-5.4,?,0.0%,-1.8
NS(=O)(=O)c1cc(C(=O)OC2CCOC2=O)ccc1Cl (stereo unspecified),1.5%,5.3%,-0.6%,.,9.5%,2.4%,2.5%,-5.3,0.3%,-1.2%,-10.8
Cn1c(CBr)c(C(=O)c2ccc([N+](=O)[O-])cc2)c(=O)n(C)c1=O,9.0%,0.5%,18.7%,.,-6.7%,?,-5.9%,-2.4,7.4%,-1.9%,6.2
COC(=O)c1ccc(/C=C/c2ccc3cccc(OC(C)=O)c3n2)cc1,-4.1%,24.7%,-20.1%,?,-1.5%,?,-10.6%,-9.7,?,2.0%,1.2
CCOC(=O)Cc1c(Sc2ccccc2)c2ccccc2n1C,-4.7%,-11.3%,6.3%,9.4%,-6.5%,?,1.8%,67.5,?,-4.8%,-14.0
CCN1C(=NCCc2cccs2)N[C@@H](CCc2ccccc2)[C@H](C(=O)NCCc2cccs2)[C@H]1C,-3.4%,.,0.1%,-1.1%,7.0%,25.1%,-0.3%,-2.8,?,.,.
Cc1ccc(NC(=O)COn2nnc3ccc(S(=O)(=O)N(C)C)cc32)cc1F,-0.1%,-8.7%,0.2%,?,-34.9%,-1.5%,4.2%,-12.4,?,-2.3%,-13.5
O=C(Cc1nc2ccccc2[nH]1)c1ccc(Br)cc1,-6.3%,25.9%,-0.2%,20.2%,-5.9%,1.1%,0.6%,-6.0,0.2%,-1.5%,-2.9
Cc1cc(C)n(-c2ncc3c(n2)N(CCO)CCOC3=O)n1,-2.2%,4.6%,-8.4%,.,11.7%,.,2.1%,-6.0,12.2%,0.5%,1.6
CC(=O)Nc1nc(COc2ccc3ccccc3c2)cs1,1.2%,-9.0%,1.5%,15.7%,-0.9%,22.8%,-8.1%,0.3,?,0.6%,-16.5
Cc1ccc(C)c(S(=O)(=O)N2CCCOC2CNC(=O)C(=O)NCCN2CCOCC2)c1 (stereo unspecified),9.3%,3.0%,0.0%,.,14.0%,-3.2%,0.5%,36.1,-0.3%,6.0%,10.8
CCC(=O)N1CCc2cc(S(=O)(=O)CCC(=O)N3CCN(c4ccccc4F)CC3)ccc21,3.6%,4.4%,.,.,6.5%,-5.6%,4.3%,-6.8,-0.1%,1.4%,-3.4
COc1ccc(OC)c(C2C(C(=O)c3ccc(C)o3)=C(O)C(=O)N2CCN2CCOCC2)c1 (stereo unspecified),-1.4%,-1.7%,.,.,1.9%,7.7%,-0.7%,-2.4,-4.1%,8.0%,64.4
O=C(O)C1C2CCC(O2)C1C(=O)NCc1ccccc1Br (stereo unspecified),7.3%,-1.1%,3.2%,-10.0%,0.1%,3.3%,-1.0%,0.5,0.7%,7.9%,-5.2
CC(C)(C)C(=O)NC1(C(F)(F)F)NC(=O)N(CCc2ccccc2)C1=O (stereo unspecified),9.7%,1.8%,.,13.8%,6.0%,-3.7%,1.0%,-3.1,-0.6%,0.7%,-6.6
COc1cccc(CN(C(=O)COc2ccc(C)cc2)C2CCS(=O)(=O)C2)c1 (stereo unspecified),7.0%,-4.1%,.,.,0.2%,-0.2%,0.3%,-1.3,?,-0.8%,3.3
Cc1ccc(S(=O)(=O)Nc2nnc(C3CCCCC3)s2)cc1,?,1.2%,2.9%,20.9%,-11.6%,1.3%,-3.1%,4.6,9.8%,-2.1%,-6.5
COc1ccccc1N1C(=S)NC2CS(=O)(=O)CC21 (stereo unspecified),3.1%,0.3%,-3.2%,.,17.9%,.,-0.2%,3.0,1.1%,-0.3%,3.4
Cn1c(=O)c2nc(NCc3ccccc3)cnc2n(C)c1=O,-0.2%,270.0%[activator],12.2%,-4.8%,15.1%,?,0.7%,-8.6,4.4%,-2.1%,-13.2
COc1ccccc1C1CC(=O)Nc2c1c(=O)n(C)c(=O)n2C (stereo unspecified),-2.0%,2.9%,1.8%,-12.0%[11.7 µM],-2.9%,-8.2%,4.3%,29.9,0.1%,-1.0%,4.5
O=[N+]([O-])c1ccc(O)c(/C=N/Nc2ccccc2Cl)c1,-5.1%,-9.1%,-0.4%,?,3.3%,0.0%,-1.3%,-31.5,?,1.9%,0.0
O=C(CNS(=O)(=O)c1ccc2c(c1)OCCCO2)N1CCN(Cc2ccccc2)CC1,1.5%,4.4%,.,.,1.9%,.,0.9%,-8.6,0.5%,.,-14.9
CN(c1ccccc1)S(=O)(=O)c1cccc(NC(=O)COc2cccc([N+](=O)[O-])c2)c1,12.6%,-1.3%,.,.,12.6%,.,-4.0%,9.2,?,.,31.0
CCOC(=O)c1nn(-c2ccc(F)cc2)c2c1CC/C2=C/c1ccccc1,0.1%,58.4%[activator],-5.1%,-2.2%,-1.8%,-12.9%,2.6%,9.0,-11.3%,2.2%,0.4
CCOc1ccc(N2CC(C(=O)Nc3nnc(Cc4ccc(OC)cc4)s3)CC2=O)cc1 (stereo unspecified),0.2%,-2.7%,1.2%,16.6%,-5.9%,-0.7%,-1.0%,-2.6,0.7%,-2.0%,2.9
Clc1ccccc1CSc1cc2c(nn1)-c1ccccc1CC2,3.8%,-1.4%,-3.0%,11.4%,-7.9%,4.9%,-2.8%,-2.6,?,1.4%,8.7
CC1(C(=O)NCc2ccc(Cl)c(Cl)c2)Oc2ccccc2NC1=O (stereo unspecified),-0.2%,-1.8%,4.0%,-10.1%,11.3%,1.4%,1.3%,-3.8,-13.6%,-0.1%,-3.9
CC1CCN(c2nc(NCc3ccco3)nc(N)c2[N+](=O)[O-])CC1,?,-2.9%,0.4%,2.1%,-1.9%,11.2%,-10.2%,6.9,-0.8%,0.6%,0.2
CC1=NCCN1CCNC(=O)Nc1cc(C)cc(C)c1,-1.9%,-1.2%,-0.4%,.,22.0%,.,2.1%,-5.3,-1.2%,-0.7%,1.5
Cc1ccc(C)c(NC(=O)Cc2coc3cc4c(cc23)CCC4)c1,-1.4%,1.2%,9.5%,6.4%,-13.2%,3.7%,6.2%,-9.4,?,-2.0%,-12.0
CC(C)(C)c1ccc(C(=O)N2CCNCC2)cc1,2.2%,-1.1%,3.8%,.,-21.6%,-11.1%,-1.2%,10.3,-4.2%,0.1%,-4.2
NC(=O)C1CCN(c2nc3c(S(=O)(=O)c4ccccc4)nnn3c3ccccc23)CC1,0.1%,-3.5%,.,.,-1.7%,-5.2%,3.4%,-6.4,1.6%,-2.2%,-2.6
O=C(COC(=O)c1ccccc1OCc1ccc(F)cc1)NCC1CCCO1 (stereo unspecified),?,-0.6%,.,.,-9.2%,.,-0.9%,1.9,?,.,2.4
COc1ccccc1-c1c(NC(=O)c2ccco2)n(-c2ccccc2)nc(C)c1=O,-5.5%,.,-0.3%,-2.6%[11.7 µM],0.3%,4.5%,-0.1%,-3.5,-0.6%,2.6%,.

From PubChem
